# Assay outcomes from PubChem BioAssay.
# ATXN2 expr inh – Primary qHTS for Inhibitors of ATXN expression; HEK-293 ATXN2-luciferase reporter, luminescence, 24 h; Potency, µM (titrated, usually from 57 µM), inactives show at the highest dose activity change, negative = inhibition, actives largely listed as inhibitors; actives 0.72% (n = 360,000); further: potency means the concentration at half of the fitted maximal effect; on the % scale 0 is the no-effect control and ±100 the full control effect; nearly all actives have a fitted effect of over 55% in size
#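 ATXN2-luciferase reporter cells (luciferase flanked by upstream and downstream ATXN2 gene portions) were treated 24 h at 37 °C with compounds at up to 57 uM. SteadyGlo luminescence gave expression; GF-AFC fluorescence gave viability.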
# Nrf2 ARE act – qHTS of Nrf2 Activators; actives 0.31% (n = 410,000); AID 624171, 2012; Potency, µM (series often up to 46.1 µM), for inactives: at the highest dose activation, actives largely listed as activators; AREc32 ARE-luciferase reporter (MCF7-derived line), luminescence, 24 h; further: potency means the concentration at half of the fitted maximal effect; % of control where 0% means no effect; nearly all actives have a fitted effect of over 65% in size
#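 Each well held 1000 AREc32 cells, which were incubated with compound for 24 hr at 37 deg C after overnight attachment, and ARE reporter activity was quantified by firefly luciferase luminescence.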
# ATXN viability – Viability Counterscreen for Primary qHTS for Inhibitors of ATXN expression | S2 cells (HEK-293 line with an ATXN2-luciferase reporter) viability, CellTiter-Fluor protease fluorescence, 24 h | Potency, µM (doses to about 56.7 µM), usual class: cytotoxic | actives 0.49% (n = 400,000) | AID 651635, 2014; further: potency means the concentration at half of the fitted maximal effect; nearly all actives have a fitted effect of over 40% in size
# TGFb SMAD3 inh – qHTS for Inhibitors of TGF-b; HepG2 CAGA-GFP TGF-b/SMAD3 reporter, GFP fluorescence, 18 h; TGF-beta stimulated, 500 pg/mL final; Potency, µM (titrated, usually from 46.1 µM), inactives show at the highest dose activity, negative = inhibition, actives largely listed as inhibitors; actives 1.2% (n = 410,000); AID 588855, 2011; further: potency means the concentration at half of the fitted maximal effect; on the % scale 0 is the no-effect control and ±100 the full control effect; nearly all actives have a fitted effect of over 65% in size
#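 Smad-responsive CAGA-GFP expression was quantified in HEPG2 cells exposed to compounds and 500 pg/mL final TGF-beta for 18 h at 37 degrees C; unstimulated wells defined full inhibition.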
# MCF10A rereplic – A quantitative high throughput screen for small molecules that induce DNA re-replication in MCF 10a normal breast cells; MCF 10A DNA re-replication, Hoechst nuclear intensity, 48 h; Potency, µM (highest dose often 46.1 µM), inactives show at the top dose activity, positive = re-replication, hits mostly activators; actives 2.9% (n = 350,000); AID 624296, 2012; further: potency means the concentration at half of the fitted maximal effect; % of control where 0% means no effect; nearly all actives have a fitted effect of over 50% in size
# A549 tox – Nrf2 qHTS screen for inhibitors: counterscreen for cytotoxicity | A549 ARE-Fluc cells, CellTiter-Fluor viability, 18-24 h | AID 504648, 2011 | actives 0.16% (n = 390,000) | Potency, µM (top dose mostly 46 µM), for the others: at the highest dose activity change, negative = cytotoxicity, hits mostly inhibitors; further: potency means the concentration at half of the fitted maximal effect; on the % scale 0 is the no-effect control and ±100 the full control effect
#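 A549 ARE_Fluc cells in 5% FBS OPTI-MEM were exposed to compounds in concentration-response for 18-24 h at 37 deg C. Viability was read by CellTiter-Fluor fluorescence (Ex 405/Em 525) after 30 min, before the luciferase read.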
# IL1B secr inh – qHTS for Inhibitors of Inflammasome Signaling: IL-1-beta AlphaLISA Primary Screen | THP-1 LPS/ATP IL-1B secretion, AlphaLISA, 16 h; stronger effect = lower value | activity change, % at 57.5 µM | actives 4.7% (n = 360,000) | AID 743279, 2014; in the data active means activity change below about -50%; inconclusive means mostly about -30% to -49%; further: on the % scale 0 is the no-effect control and ±100 the full control effect
#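 THP-1 cells pretreated 1 hr with compounds (up to 57.5 uM final), then stimulated with LPS (250 ng/mL final) plus ATP (1.25 mM final); secreted IL-1B measured by AlphaLISA after 16 hr, decreased signal indicating inhibition.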
# Nrf2 inh – Nrf2 qHTS screen for inhibitors. Potency, µM (highest dose often 46 µM), for the others: top-dose activity change, negative = inhibition, usual class: inhibitors. actives 2.1% (n = 360,000). AID 504444, 2011. A549 ARE-Fluc reporter, luciferase luminescence, 18-24 h; further: potency means the concentration at half of the fitted maximal effect; on the % scale 0 is the no-effect control and ±100 the full control effect; nearly all actives have a fitted effect of over 60% in size
#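 Cells were seeded and rested 2 h, then exposed to compounds for 18-24 h. CellTiter-Fluor was read first as a viability measure. BugLite was added 15 min before the final luminescent read of ARE-luciferase activity in A549 cells.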
# HepG2 viability – qHTS for Inhibitors of TGF-b: Cytotox Counterscreen. AID 588856, 2011. Potency, µM (series often up to 46.1 µM), inactives show top-dose activity change, negative = cytotoxicity, actives largely listed as cytotoxic. HepG2 CAGA-GFP viability, ATP luminescence, 18 h. actives 0.76% (n = 410,000); further: potency means the concentration at half of the fitted maximal effect; some results filed as inactive show a strong effect at the top dose
#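 CellTiter-Glo luminescence gave cytotoxicity after 18 hours at 37 degrees C. The cells were HepG2 CAGA-GFP in 1% FBS DMEM, stimulated with 500 pg/mL TGF-beta after compound addition. %Activity was normalised to no-cell wells (complete cell-killing) and DMSO (no toxicity), and curves were fitted and classified.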
# Numbers without * were called inactive; i = inactive; ? = inconclusive; . = no result given; [ ] = another dose, or the depositor's remark. Unless noted, the call rests on the fitted dose curve; in most records, active means well fitted curve in the direction sought with a large enough effect; inconclusive means small, poorly fitted or top-dose-only effect, or another doubt; inactive means no such curve, though single readings can be large; an effect the other way counts as inactive or inconclusive.
SMILES,ATXN2 expr inh,Nrf2 ARE act,ATXN viability,TGFb SMAD3 inh,MCF10A rereplic,A549 tox,IL1B secr inh,Nrf2 inh,HepG2 viability
Cc1cccc(NS(=O)(=O)c2ccc(-c3ccc(=O)[nH]n3)o2)c1,-2%,0.1%,i,7%,0%,4%,0,4%,9%
COc1ccc(Cl)cc1NC(=S)NCCC(c1ccccc1)c1ccccc1,-19%,3.4%,i,?,14%,-20%,5,-74%,-34%
COc1ccccc1NS(=O)(=O)c1cccc(C(=O)NCC(c2ccccc2OC)N2CCCC2)c1 (stereo not given),-15%,0.6%,i,-6%,7%,-3%,-5,11%,-37%
COc1ccc(OCC(=O)NNC(=S)NC(=O)C2CC2)cc1,-14%,-0.8%,i,1%,6%,-6%,29,?,4%
CCOc1ccc(/C=C2\SC(=S)N(Nc3ccccc3)C2=O)cc1OC,.,1.8%,i,-6%,?,16%,0,16%,1%
CCCCCCCCN1C(=O)[C@H](CC(=O)N2CCCC2)C[C@@]2(C(=O)OCC)CCCC=C12,?,4.5%,?,.,.,.,?,.,.
CCOc1cc(/C=N/NC(=O)c2cccnc2)ccc1OCC(=O)N(C)C,-1%,-0.3%,i,-2%,0%,1%,16,4%,2%
O=C(NC1CCN(Cc2ccccc2)CC1)c1ccc(N2CC3CC(C2)c2cccc(=O)n2C3)c([N+](=O)[O-])c1 (stereo not given),.,0.2%,i,0%,-7%,1%,-11,4%,0%
Cc1ccc2c(c1)C1OCCC1C1N2C(=O)C2C(C(=O)O)C3C=CC21O3 (stereo not given),-9%,-0.3%,i,3%,-2%,6%,8,?,-9%
COC(=O)C1CCN(C(=O)N2CCOCC2)CC1,-5%,1.7%,i,0%,-7%,-5%,12,-10%,-16%
O=C(CSc1nnnn1C1CCCC1)Nc1ccc2c(c1)OCCO2,62%[activator],4.3%,i,-2%,-3%,-2%,5,20%,-27%
O=C(O)c1ccc(CCCc2ccccc2)cc1,9%,-0.1%,i,7%,-12%,4%,1,-1%,16%
CCN(CC(=O)Nc1ccc2c(c1)OCCO2)C(=O)c1ccc([N+](=O)[O-])s1,.,-0.5%,i,?,1%,-4%,33,?,-51%
Cc1ccc(CN(C(=O)COc2ccc([N+](=O)[O-])cc2)c2ccccn2)o1,5%,0.7%,i,-25%,.,5%,.,14%,-8%
Cc1ccc(C)c(CSc2nnc(-c3cccnc3)o2)c1,-12%,0.3%,i,-12%,23%,17%,-8,-7%,0%
COC(=O)c1cc(OC)c(OC)cc1NC(=O)c1ccccc1C,.,-0.9%,i,14%,-1%,-5%,-2,-7%,12%
Cc1cc(C)n2cc(CSc3ccccn3)nc2n1,2%,5.5%,i,8%,-4%,-3%,21,10%,-1%
CCOC(=O)C1CCN(c2c(N(C)Cc3ccco3)c(=O)c2=O)CC1,4%,0.0%,i,-2%,0%,0%,-2,-10%,-4%
CC(=O)N1c2ccc(S(=O)(=O)NCC3CCC(C(=O)N(C)Cc4ccccc4)CC3)cc2CC1C (stereo not given),-12%,1.7%,i,-1%,11%,-4%,0,?,-14%
Cc1ccc(N(CC(N)=O)C2SC(=O)N(Cc3cccc(C(=O)O)c3)C2=O)cc1 (stereo not given),3%,-0.6%,i,-19%,-4%,-15%,0,-23%,-4%
Cc1cccc(N2C(=O)N3[C@H](c4ccc(Br)cc4)[C@@H]4C(=O)N(C(C)(C)C)C(=O)[C@@H]4[C@]3(Cc3ccc(Cl)cc3)C2=O)c1,12%,-1.2%,i,-4%,-5%,-4%,0,10%,-2%
Cn1c(=O)c2c(ncn2CC(=O)OCC(=O)Nc2sccc2C(N)=O)n(C)c1=O,5%,-0.1%,i,?,-1%,-12%,10,0%,-8%
O=C(COC(=O)c1ccccc1Nc1ccccc1)NCc1ccccc1Cl,-10%,3.6%,i,-9%,?,-3%,5,?,5%
CC1(C)CC(NNCCC#N)=CC(=[N+]2CCCC2)C1,-22%,0.2%,i,-3%,?,-7%,15,13%,-14%
Fc1ccc(-n2ncc3c(NCCCc4ccccc4)ncnc32)cc1,39%,0.8%,i,4%,.,9%,.,.,-9%

# Whole records from above. Values in the order: ATXN2 expr inh	Nrf2 ARE act	ATXN viability	TGFb SMAD3 inh	MCF10A rereplic	A549 tox	IL1B secr inh	Nrf2 inh	HepG2 viability
# COc1ccc(Cl)cc1NC(=S)NCCC(c1ccccc1)c1ccccc1 is listed with -19%	3.4%	i	?	14%	-20%	5	-74%	-34%
# Cc1ccc(C)c(CSc2nnc(-c3cccnc3)o2)c1 is listed with -12%	0.3%	i	-12%	23%	17%	-8	-7%	0%
# O=C(NC1CCN(Cc2ccccc2)CC1)c1ccc(N2CC3CC(C2)c2cccc(=O)n2C3)c([N+](=O)[O-])c1 (stereo not given) is listed with .	0.2%	i	0%	-7%	1%	-11	4%	0%
# COc1ccccc1NS(=O)(=O)c1cccc(C(=O)NCC(c2ccccc2OC)N2CCCC2)c1 (stereo not given) is listed with -15%	0.6%	i	-6%	7%	-3%	-5	11%	-37%
# Cc1cccc(NS(=O)(=O)c2ccc(-c3ccc(=O)[nH]n3)o2)c1 is listed with -2%	0.1%	i	7%	0%	4%	0	4%	9%

# (listing goes on)
SMILES,ATXN2 expr inh,Nrf2 ARE act,ATXN viability,TGFb SMAD3 inh,MCF10A rereplic,A549 tox,IL1B secr inh,Nrf2 inh,HepG2 viability
COc1ccc2oc(=O)c(-c3nc(-c4ccc(C)c(C)c4)cs3)cc2c1,14%,0.0%,?,4%,.,1%,.,.,-14%
CCOC(=O)C1CCN(CC(=O)NC(=O)NC2CCCCC2)CC1,-10%,0.1%,i,-12%,7%,1%,3,-12%,53%
CCOC(=O)C(=O)Nc1ccccc1C(=O)NC(C)C,-1%,-1.1%,i,-3%,4%,-9%,10,1%,-2%
COc1ccccc1N1CCN(C(=O)CCc2c(C)nn(-c3ccc(N4CCCC4)nn3)c2C)CC1,.,0.5%,.,-4%,.,-9%,.,-18%,0%
CC1=C(C(=O)N(C)C)C(c2ccc(C)s2)NC(=S)N1 (stereo not given),-4%,-0.2%,i,-6%,-20%,0%,9,-1%,0%
CCOC(=O)N1CCC(NC(=O)CCS(=O)(=O)c2ccc3c(c2)CCN3C(C)=O)CC1,-1%,-0.7%,i,-26%,3%,-8%,0,-12%,-1%
Cc1c(C(=O)N(C)C2CCCCC2)sc2ncnc(N3CCN(c4ccccc4)CC3)c12,.,-0.4%,i,?,?,-4%,-16,?,-32%
CCCCn1c(-c2cccnc2)n[nH]c1=S,5%,-0.9%,i,5%,-1%,-7%,23,2%,0%
O=C(COC(=O)CNC(=O)C1CCCCC1)Nc1ccc(Cl)cn1,3%,0.3%,i,-5%,1%,-10%,11,8%,5%
CCOC(=O)N1CCN(C(=O)C2CCN(C(=O)c3cc(OC)cc(OC)c3)CC2)CC1,13%,2.5%,i,-29%,0%,-3%,8,16%,1%
Cc1cccc(C)c1NC(=O)C1(N(Cc2ccco2)C(=O)c2ccccn2)CCCC1,2%,-0.9%,?,4%,0%,-9%,-7,5%,-35%
C/C(=N\NC(=O)c1c[nH]c2ccccc12)c1ccccn1,?,-0.2%,.,18%,-6%,?,101,-18%,-25%
C[C@H](CO)N1C[C@H](C)[C@H](CN(C)C(=O)Cc2cccnc2)Oc2ncc(Br)cc2C1=O,4%,-0.1%,i,0%,.,.,43,.,-22%
Cn1c(=O)[nH]c(=O)c2c1nc(NCCCn1ccnc1)n2CCOc1ccccc1,-2%,0.5%,i,-5%,3%,-8%,-3,0%,-33%
CCOC(=O)Cn1c(=O)n(C2CCCCC2)c2nc(-c3c(F)cccc3Cl)nc(C(N)=O)c21,?,3.2%,i,?,.,-1%,.,.,-45%
Cc1cc(NC(=O)c2cccc(Br)c2)n[nH]1,16%,2.5%,i,2%,-4%,-5%,-2,13%,1%
COc1cccc(C(=O)Oc2c(CN3CCOCC3)cc(Cl)c3cccnc23)c1,10µM*,-0.7%,?,?,14%,?,102,?,-55%
O=C(CCl)NC1(C(=O)O)CCCC1,.,-0.7%,i,-7%,.,.,-2,.,-14%
O=C(Cc1c[nH]c2ccccc12)NCc1ccco1,-12%,-0.4%,i,-6%,-1%,5%,6,9%,-38%
CCOC(=O)c1cc(-c2ccc(OC)cc2)nn1-c1ccccc1C(=O)O,-13%,0.4%,i,-5%,3%,1%,12,-3%,-5%
COc1cc(OC)cc(C(=O)Nc2ncc3c(n2)CC(C)CC3=O)c1 (stereo not given),-1%,0.4%,i,15%,1%,-3%,22,4%,-12%
CSc1ncccc1C(=O)Nc1cccc(S(=O)(=O)N2CCCCCC2)c1,.,-1.0%,?,?,15%,-2%,-23,?,-70%
CC[C@H](C)[C@@H]1NC(=O)[C@@H](CC(C)C)NC(=O)[C@H](C(C)C)NC(=O)[C@H]2CSSC[C@H](NC1=O)C(=O)N2,0.79µM*,-3.2%,?,1.3µM*,.,.,-116*,.,1.1µM*
CC1=CC(C)(C)N2C(=O)C3(SCC(=O)N3c3ccc(O)cc3)c3cc(C)cc1c32 (stereo not given),.,0.1%,.,-14%,2%,-3%,36,19%,-17%
Cc1nn(CC(O)Cn2cnc3c2c(=O)n(C)c(=O)n3C)c(C)c1Br (stereo not given),-15%,-0.6%,i,3%,-30%[inhibitor],2%,0,7%,13%
CCN(CC(=O)Nc1c(C(=O)OC)[nH]c2ccc(C)cc12)c1ccc2c(c1)OCO2,-19%,-0.2%,?,-23%,?,-5%,-16,?,-23%
COc1ccc(C)cc1NC(=O)c1cc2ccccc2o1,19%,8.2%,i,5%,0%,-18%,0,?,-2%
Cc1cc(OC(=O)c2ccc(C(F)(F)F)cc2)c([N+](=O)[O-])c(=O)[nH]1,5%,-0.3%,i,-2%,-1%,-14%,21,8%,7%
